GLP-1R inv ag: qHTS of GLP-1 Receptor Inverse Agonists (Inhibition Mode); Glucagon-like peptide 1 receptor (Homo sapiens), P43220; HEK293 GLP-1R CRE-luciferase, luminescence, 24 h; GLP-1R form is constitutively active; Potency, µM (titrated, usually from 38.3 µM), inactives show at the top dose activity change, negative = inhibition, actives largely listed as inhibitors; hit rate 1.6% among 410,000; AID 624417, 2012; further: potency means the concentration at half of the fitted maximal effect; on the % scale 0 is the no-effect control and ±100 the full control effect; nearly all actives have a fitted effect of over 55% in size
Target sequence (P43220 whole entry, looked up): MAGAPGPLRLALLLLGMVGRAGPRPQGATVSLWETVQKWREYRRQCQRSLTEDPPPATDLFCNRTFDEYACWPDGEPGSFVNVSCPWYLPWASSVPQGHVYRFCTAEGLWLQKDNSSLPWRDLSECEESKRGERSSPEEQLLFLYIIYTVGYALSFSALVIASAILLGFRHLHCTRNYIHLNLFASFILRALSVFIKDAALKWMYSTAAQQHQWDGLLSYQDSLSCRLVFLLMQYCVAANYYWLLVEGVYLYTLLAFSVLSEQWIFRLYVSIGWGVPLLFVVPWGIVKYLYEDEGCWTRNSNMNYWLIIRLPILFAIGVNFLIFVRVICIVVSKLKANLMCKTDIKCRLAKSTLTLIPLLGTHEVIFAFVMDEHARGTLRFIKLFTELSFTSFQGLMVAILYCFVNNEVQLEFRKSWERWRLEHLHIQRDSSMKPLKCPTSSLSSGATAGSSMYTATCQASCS
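Inverse agonists were sought by their lowering of basal cAMP reporter luciferase output in HEK293 cells stably carrying constitutively active human GLP-1R, after 24 h compound treatment.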
PTHR1 agonist: qHTS for PTHR1 Agonists: Primary Screen; AID 743266, 2014; hit rate 0.075% among 410,000; HEK293 GP2 PTHR1 cells, GloSensor cAMP luminescence, 1 h; Potency, µM (highest dose often 115 µM), for inactives: top-dose activation, usual class: activators; Parathyroid hormone/parathyroid hormone-related peptide receptor (Homo sapiens), Q03431; further: potency means the concentration at half of the fitted maximal effect; nearly all actives have a fitted effect of over 55% in size; some results filed as inactive show a strong effect at the top dose; inactives centre near -15; many of its hits are not listed in these tables
Target sequence (Q03431 whole entry, looked up): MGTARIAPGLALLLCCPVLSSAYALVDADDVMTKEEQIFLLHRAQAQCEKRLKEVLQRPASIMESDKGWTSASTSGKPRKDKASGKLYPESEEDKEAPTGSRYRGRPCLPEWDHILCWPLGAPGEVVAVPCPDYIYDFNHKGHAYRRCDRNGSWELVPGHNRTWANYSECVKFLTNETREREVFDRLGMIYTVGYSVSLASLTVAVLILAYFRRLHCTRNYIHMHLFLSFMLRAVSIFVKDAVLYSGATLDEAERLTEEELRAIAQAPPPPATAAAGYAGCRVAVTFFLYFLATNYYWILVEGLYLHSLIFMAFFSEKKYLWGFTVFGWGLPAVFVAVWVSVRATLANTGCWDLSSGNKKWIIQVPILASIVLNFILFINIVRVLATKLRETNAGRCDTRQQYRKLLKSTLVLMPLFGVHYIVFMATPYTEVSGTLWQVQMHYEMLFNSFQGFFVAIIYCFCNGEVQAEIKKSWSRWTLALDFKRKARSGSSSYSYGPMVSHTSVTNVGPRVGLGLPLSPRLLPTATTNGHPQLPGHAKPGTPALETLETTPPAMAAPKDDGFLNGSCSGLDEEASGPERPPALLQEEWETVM
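HEK-293-derived GP2 cells expressing PTHR1 and a GloSensor cAMP reporter, 3,000/well, plated overnight, given luciferin plus IBMX (each 0.5 mM as added) for 1 h at 37 °C, then compound for 1 h at 37 °C. Luminescence was read after 15 min at room temperature.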
pAkt inh: HTS Assay for Inhibitors of Akt Phophorylation: Primary Screen; activity change, % for hits at 50 µM; Neuro2A IGF-stimulated pAkt S473 HTRF, 20 min; hits give low values; hit rate 0.32% among 360,000; in the data active means activity change below about -80%; inconclusive means mostly about -51% to -80%; further: on the % scale 0 is the no-effect control and ±100 the full control effect
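Single-point screen (50 µM final compound) in Neuro2A cells stimulated 20 min with 6 nM IGF at 37 deg C. After lysis, Ser473-phosphorylated Akt read by HTRF (ex 330 nm, em 615/665 nm) as the 665/615 ratio.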
TDP-43 yeast inh: qHTS of TDP-43 Inhibitors. TDP-43 expressing yeast growth rescue, BacTiter-Glo, 24 h. Potency, µM (doses to about 46.1 µM), for the others: top-dose growth rescue (activation), most hits filed as activators. hit rate 1.8% among 410,000; further: potency means the concentration at half of the fitted maximal effect; % of control where 0% means no effect; nearly all actives have a fitted effect of over 50% in size
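Yeast cells expressing TDP-43 under galactose induction are exposed to compounds for 24 hr at 30 deg C. BacTiter-Glo luminescence measures growth, so protective compounds score as activators.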
FUS suppressor: qHTS for Suppressors of FUS Proteinopathy: Primary screen using FUS-linked yeast assay; S. cerevisiae FUS-expressing, growth rescue, OD600, 24 h; hit rate 0.24% among 390,000; AID 1347120, 2019; Potency, µM (titrated, usually from 76.6 µM), inactives show at the highest dose growth rescue (activation), usual class: activators;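 further: potency means the concentration at half of the fitted maximal effect; plate controls were DMSO vehicle for no effect and reference control for full effect; nearly all actives have a fitted effect of over 55% in size; some results filed as inactive show a strong effect at the top dose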
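Cultures pregrown in 2.5% raffinose medium are shifted to minimal medium containing 2% galactose to express toxic FUS. Compounds are tested at several concentrations. After 24hr at 30C, growth is quantified at 600 nm absorbance.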
DRD3 antagonist: qHTS of D3 Dopamine Receptor Antagonist: qHTS | D(3) dopamine receptor (Homo sapiens), P35462 | hit rate 2.5% among 360,000 | max response, negative = inhibition, % | AID 652054, 2013 | D3R cells, DiscoveRx beta-arrestin luminescence, antagonist mode; hits give low values; in the data active means max response below about -50%; inconclusive means no clear call, values can overlap the other calls; further: on the % scale 0 is the no-effect control and ±100 the full control effect; mostly tested at two doses, the higher about 12 µM
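Cells plated overnight at 1500 cells/well, then exposed to library compounds with dopamine controls for 90 minutes at 37 degrees C. DiscoveRx reagent added for 30–60 minutes at room temperature; luminescence read, quantitative HTS format.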
Abeta yeast res: qHTS for compounds that reverse cellular toxicity of Amyloid beta (A-beta) peptide in yeast: Primary Screen; Potency, µM (top dose mostly 46.1 µM), inactives show at the highest dose growth rescue, usual class: activators; yeast expressing A-beta42, growth rescue, OD600, 48 h; response scale: 0% DMSO, 100% iron-clioquinol control; hit rate 0.063% among 410,000; further: potency means the concentration at half of the fitted maximal effect; nearly all actives have a fitted effect of over 55% in size
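Yeast growth medium received pinned compounds, then yeast cells expressing toxic A-beta were added; plates incubated at 30 C for 48 hr. Growth read as absorbance at 600 nm, normalized to DMSO and equimolar FeCl3 plus clioquinol controls.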
aSyn rescue: qHTS of alpha-syn Inhibitors. AID 652106, 2013. Yeast expressing alpha-synuclein, growth rescue, BacTiter-Glo, 24 h. Potency, µM (highest dose often 46.1 µM), inactives show top-dose growth rescue (activation), most hits filed as activators. hit rate 0.14% among 370,000; further: potency means the concentration at half of the fitted maximal effect; % of control where 0% means no effect; nearly all actives have a fitted effect of over 65% in size
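Galactose-induced alpha-syn yeast (OD600=0.02, raffinose-pregrown) + pinned cpd, 24 hr, 30 deg C; growth by BacTiter-Glo luminescence. Growth restoration scores as activation.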
GLP-1R agonist: qHTS of GLP-1 Receptor Agonists. AID 624172, 2012. Glucagon-like peptide 1 receptor (Homo sapiens), P43220. hit rate 0.007% among 380,000. Potency, µM (highest dose often 45.6 µM), inactives show at the top dose activation, usual class: activators. HEK293 GLP-1R CRE-luciferase, luminescence, 4-6 h; cells express a hypersensitive GLP-1R form; further: potency means the concentration at half of the fitted maximal effect; % of control where 0% means no effect
* marks the source's active call; other numbers are inactive results; i = inactive; ? = inconclusive; · = no result given; [ ] = remark or other dose. Unless noted, the call rests on the fitted dose curve; in most records, active means well fitted curve in the direction sought with a large enough effect; inconclusive means small, poorly fitted or top-dose-only effect, or another doubt; inactive means no such curve, though single readings can be large; an effect the other way counts as inactive or inconclusive. Not all compounds are listed; the hit share may differ from the screen's.

SMILES	GLP-1R inv ag	PTHR1 agonist	pAkt inh	TDP-43 yeast inh	FUS suppressor	DRD3 antagonist	Abeta yeast res	aSyn rescue	GLP-1R agonist
COCCNc1oc(-c2ccccc2Cl)nc1S(=O)(=O)c1ccc(C)cc1	-28%	i	i	15%	·	-11	-7%	2%	14%
CC(c1ccccc1)n1c(-c2ccc(Cl)cc2)n[nH]c1=S (configuration not stated)	10%	-28%	i	?	7%	0	?	10%	14%
CC(C)CC1NC(=O)c2cccnc2-n2c1nc1cc(F)c(F)cc1c2=O (configuration not stated)	8%	-38%[inhibitor]	i	15%	-20%	10	-6%	0%	4%
Cc1ccc(NC(=O)C2=C(C(=O)O)CCCC2)cc1F	4%	i	i	-2%	-26%	1	-14%	4%	0%
Cc1cccc(C(C(=O)NC2CCCC2)N(C(=O)c2csnn2)C2CCCC2)c1 (configuration not stated)	-50%	i	i	-7%	24%	-13	12%	3%	13%
CCCNC(=O)C1(C)CCCN(C(=O)c2cc(F)ccc2C)C1 (configuration not stated)	2%	-24%	i	14%	-21%	0	6%	-3%	-6%
COCCCn1c(C)nnc1SCC(=O)Nc1ccc(C(C)=O)cc1	3%	i	i	2%	-9%	1	-1%	0%	1%
Cc1cc(C)n2c(SCC(=O)Nc3cc(C)on3)nnc2n1	3%	i	i	24%	25%	11	6%	4%	-7%
O=S(=O)(Nc1nccs1)c1cnc(Cl)c(Br)c1	5%	-22%	i	9%	·	25	0%	-12%	-5%
Cc1ccc(Cc2c(-c3ccc(Cl)cc3)nc3cc(C)c(Br)c(C)n23)cc1	?	-24%	i	23%	28%	0	-13%	-7%	2%
CC(C)N1C(=S)SC(C)(C)C1n1oc(=O)n(-c2cccc(Cl)c2)c1=O (configuration not stated)	-25%	-16%	i	15%	16%	-1	6%	9%	-1%
COc1ccc(C2=C(C)C(=O)N(Cc3ccc(C(=O)NCc4ccccc4C)cc3)S2(=O)=O)cc1	?	-10%	·	0%	33%	·	13%	·	·
COc1ccc(C(=O)NNC(=S)NC(=O)c2cccc([N+](=O)[O-])c2)cc1	-8%	i	i	-14%[1.82 µM]	22%	27	?	5%	2%
COc1ccc2[nH]c3nc(SCc4nnc(-c5ccc(C)cc5)o4)nnc3c2c1	2%	-5%[57.5 µM]	i	14%	20%	10	-9%	-10%	1%
C/C(=N\Nc1nc(C)cc(C)n1)c1ccc(N2CCOCC2)cc1	-23%	?	i	-7%	-7%	-23	-12%	-5%	-1%
COc1ccc(-n2nc(C(=O)N3CCN(c4cccc(C)c4)C(C)C3)c3c4ccccc4n(C)c3c2=O)cc1Cl (configuration not stated)	9%	-10%	·	-9%	-17%	·	-20%	·	·
COc1ccc(C(C(=O)NCC2CCCO2)N(C(=O)CNC(=O)c2cccs2)c2ccc(C(C)=O)cc2)cc1OC (configuration not stated)	-5%	-4%	i	-2%	19%	6	-2%	-1%	9%
O=C(O)c1oc2ccccc2c1CSc1ccccn1	-1%	-3%[57.5 µM]	i	-6%	4%	?	3%	0%	-5%
Nc1c(C(=O)Nc2ccc(OC(F)(F)F)cc2)sc2nc(-c3ccncc3)ccc12	-32%	-37%[inhibitor]	·	22%	4%	·	-8%	·	·
COc1ccc(CCNC(=O)CCc2c(C)c3cc4c(C)c(C)oc4cc3oc2=O)cc1OC	-1%	i	·	0%	1%	·	-13%	·	·

Structural class: the entries above containing an aryl thioether with sulfur outside any ring.
SMILES	GLP-1R inv ag	PTHR1 agonist	pAkt inh	TDP-43 yeast inh	FUS suppressor	DRD3 antagonist	Abeta yeast res	aSyn rescue	GLP-1R agonist
COCCCn1c(C)nnc1SCC(=O)Nc1ccc(C(C)=O)cc1	3%	i	i	2%	-9%	1	-1%	0%	1%
Cc1cc(C)n2c(SCC(=O)Nc3cc(C)on3)nnc2n1	3%	i	i	24%	25%	11	6%	4%	-7%
COc1ccc2[nH]c3nc(SCc4nnc(-c5ccc(C)cc5)o4)nnc3c2c1	2%	-5%[57.5 µM]	i	14%	20%	10	-9%	-10%	1%
O=C(O)c1oc2ccccc2c1CSc1ccccn1	-1%	-3%[57.5 µM]	i	-6%	4%	?	3%	0%	-5%

Remaining list, next part:
SMILES	GLP-1R inv ag	PTHR1 agonist	pAkt inh	TDP-43 yeast inh	FUS suppressor	DRD3 antagonist	Abeta yeast res	aSyn rescue	GLP-1R agonist
O=C1c2ccccc2C(=O)N1CCSc1ncn[nH]1	5%	i	i	-3%	8%	6	-13%	-8%	3%
CC(C)[C@H](NC(=O)C1CCN(S(=O)(=O)c2ccccc2)CC1)C(=O)NCc1ccccc1	21%	-18%	i	6%	5%	-15	-3%	1%	-7%
COc1ccc(CCNC(=O)CSCc2ccc(F)cc2)cc1OC	21%	-5%	i	8%	-16%	-16	-12%	-4%	4%
CCOc1ccc(C(=O)CCC(=O)O)cc1	6%	-4%[57.5 µM]	i	-16%	16%	-12	-4%	4%	4%
CC(C)(C)OC(=O)N[C@@H](COCc1ccccc1)C(=O)N[C@@H](CO)[C@H](O)[C@@H]1C[C@@H]1C(=O)NC1CCCCC1	-12%	-24%	i	20%	4%	0	-10%	1%	-6%
O=C(Nc1ccc(F)cc1)C(c1cc2ccccc2o1)N1CCN(c2ccncc2)CC1 (configuration not stated)	8%	-47%[inhibitor]	i	-15%	11%	23	-6%	2%	·
O=C(CCCc1ccccc1)NCc1ccc(F)cc1	-4%	i	i	?	·	6	8%	6%	1%
COc1ccc(CCNC(=O)CC2COc3ccccc3O2)cc1OC (configuration not stated)	27%	i	i	-1%	12%	8	-2%	6%	-2%
Nc1nc(C(F)(F)F)cc(=O)[nH]1	-6%	0%	i	4%	-3%	4	5%	-1%	1%
O=C(CSc1nnc(Cc2ccccc2)o1)c1cc(F)ccc1F	?	-21%	i	-4%	-34%	-8	8%	2%	-2%

As entered above.
Under aSyn rescue, O=C(CCCc1ccccc1)NCc1ccc(F)cc1 is listed with 6%
Under DRD3 antagonist, O=C(CSc1nnc(Cc2ccccc2)o1)c1cc(F)ccc1F is listed with -8
Under aSyn rescue, COc1ccc(CCNC(=O)CSCc2ccc(F)cc2)cc1OC is listed with -4%
Under GLP-1R inv ag, CCOc1ccc(C(=O)CCC(=O)O)cc1 is listed with 6%
Under Abeta yeast res, Nc1nc(C(F)(F)F)cc(=O)[nH]1 is listed with 5%
Under PTHR1 agonist, CC(C)[C@H](NC(=O)C1CCN(S(=O)(=O)c2ccccc2)CC1)C(=O)NCc1ccccc1 is listed with -18%

Remaining list, next part
SMILES	GLP-1R inv ag	PTHR1 agonist	pAkt inh	TDP-43 yeast inh	FUS suppressor	DRD3 antagonist	Abeta yeast res	aSyn rescue	GLP-1R agonist
CN(C)c1ccc(-c2csc(C(O)c3cccc(Cl)c3)n2)cc1 (configuration not stated)	?	-57%[inhibitor]	i	?	43%	33	-29%	?	20%
CCOc1ccccc1NC(=O)CSc1nccn1Cc1ccc(F)cc1	-20%	-45%	·	14%	19%	·	13%	·	·
Cc1[nH]n(-c2cccc(Cl)c2)c(=O)c1C=NC12CN3CN(CN(C3)C1)C2	20%	-3%	i	-7%	-21%	-22	-14%	-8%	-1%
O=C(NCCN1C(=O)S/C(=C\c2ccc(OC(F)F)cc2)C1=O)C1=COCCO1	?	-8%	i	-10%	22%	27	3%	0%	-18%
Cc1c(C(=O)NNC(=S)Nc2cccc(Cl)c2)nnn1-c1ccccc1	12%	-13%	i	26%	·	-11	9%	5%	-6%
COc1ccc(OC)c(NC(=O)CSc2nnc(-c3ccco3)n2-c2ccc(C(=O)O)cc2)c1	-8%	i	i	15%	34%	?	9%	9%	0%
CCn1cc(CN2CCCC(CNS(=O)(=O)Cc3ccccc3)C2)cn1 (configuration not stated)	8%	-24%	i	13%	1%	4	-6%	1%	-3%
Cc1nn(-c2ccccc2)c2sc(C(=O)N(CC(=O)NC3CCCC3)Cc3ccco3)cc12	19%	-6%	i	5%	-7%	-2	-8%	-9%	0%
O=c1cc2c(nn1Cc1cccc(Cl)c1)-c1ccccc1CC2	?	-17%	i	?	17%	-1	-3%	3%	17%
O=C(NCCCN1CCCC1=O)C1CCCO1 (configuration not stated)	-28%[0.307 µM]	i	i	-9%	-6%	8	13%	-1%	1%
CCOc1ccccc1NC(=O)Nc1cc(C(=O)NCc2ccc(C)cc2)ccc1N1CCCC1	0%	i	·	16%	-1%	·	0%	·	·
O=C(O)c1ccc(S(=O)(=O)N2CCCc3ccccc32)cc1	1%	i	i	4%	26%	-2	9%	1%	1%
COc1ccc(C(=O)N/C(=C/c2cccnc2)C(=O)Nc2cccc(C(C)=O)c2)cc1OC	18%	i	i	8%	-10%	14	-17%	3%	5%
CCOC(=O)N1CCC(NS(=O)(=O)c2cc(Br)cnc2N)CC1	-19%	-23%[57.5 µM]	i	-22%	12%	15	-9%	-4%	1%

Of the compounds above, 2 have a CF3 group.
SMILES	GLP-1R inv ag	PTHR1 agonist	pAkt inh	TDP-43 yeast inh	FUS suppressor	DRD3 antagonist	Abeta yeast res	aSyn rescue	GLP-1R agonist
Nc1c(C(=O)Nc2ccc(OC(F)(F)F)cc2)sc2nc(-c3ccncc3)ccc12	-32%	-37%[inhibitor]	·	22%	4%	·	-8%	·	·
Nc1nc(C(F)(F)F)cc(=O)[nH]1	-6%	0%	i	4%	-3%	4	5%	-1%	1%

Assay outcomes deposited in PubChem BioAssay by National Center for Advancing Translational Sciences (NCATS).
